eLon inh – inhibitors of E. coli Lon protease, primary screen, biochemical, fluorescence polarization. P0A9M0. purified E. coli Lon protease. inhibition, % at 7.94 µM. hit rate 0.42% among 360,000; in the data active means inhibition above about 13%, passing the limit was not always enough;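 further: 0% = enzyme with probe and DMSO and 100% = no enzyme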
Target sequence (P0A9M0 whole entry, looked up): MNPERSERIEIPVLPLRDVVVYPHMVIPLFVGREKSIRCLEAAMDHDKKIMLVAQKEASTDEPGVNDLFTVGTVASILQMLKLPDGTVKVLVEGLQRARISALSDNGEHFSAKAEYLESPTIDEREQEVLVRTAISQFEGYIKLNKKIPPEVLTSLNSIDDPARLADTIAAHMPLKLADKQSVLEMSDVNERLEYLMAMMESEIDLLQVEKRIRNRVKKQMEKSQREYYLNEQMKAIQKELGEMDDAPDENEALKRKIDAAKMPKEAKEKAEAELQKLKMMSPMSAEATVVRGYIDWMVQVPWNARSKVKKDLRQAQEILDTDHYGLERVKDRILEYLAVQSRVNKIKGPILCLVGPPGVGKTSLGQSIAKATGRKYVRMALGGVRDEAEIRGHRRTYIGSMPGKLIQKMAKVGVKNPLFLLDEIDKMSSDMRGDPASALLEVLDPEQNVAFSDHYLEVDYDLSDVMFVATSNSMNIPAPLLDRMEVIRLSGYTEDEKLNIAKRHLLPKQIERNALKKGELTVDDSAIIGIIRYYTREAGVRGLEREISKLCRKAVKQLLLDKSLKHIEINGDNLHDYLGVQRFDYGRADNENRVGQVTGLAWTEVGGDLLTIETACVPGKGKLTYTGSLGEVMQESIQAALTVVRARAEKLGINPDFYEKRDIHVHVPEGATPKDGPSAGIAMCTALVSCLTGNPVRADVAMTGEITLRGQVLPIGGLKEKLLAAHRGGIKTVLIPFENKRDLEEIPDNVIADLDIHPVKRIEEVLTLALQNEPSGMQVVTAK
MsrA inhibitor – bovine MsrA enzyme inhibitors, primary screen, biochemical, absorbance, HTS. inhibition, % at 15.5 µM. purified bovine MsrA, absorbance read-out. Methionine sulfoxide reductase A (Bos taurus). hit rate 0.75% among 360,000; in the data active means inhibition above about 4.5%;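 further: 0% = vehicle wells with enzyme and 100% = reference inhibitor wells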
Neddyl block – inhibitors of cullin neddylation, primary screen, biochemical, TR-FRET, uHTS, NAE and Ubc12; hit rate 0.58% among 360,000; NEDD8-conjugating enzyme Ubc12 (Homo sapiens) + NEDD8-activating enzyme E1 regulatory …; calls only at 25 µM; AID 651699, 2012; in the data active means inhibition above about 36%
MLLE-PAM2 inh – inhibitors of PABP1 MLLE–PAM2 peptide binding, primary screen, biochemical, fluorescence polarization, FITC-PAM2, GST-MLLE | hit rate 0.36% among 360,000 | inhibition, % at 20 µM | Polyadenylate-binding protein 1 (Homo sapiens), P11940; in the data active means inhibition above about 35%, passing the limit was not always enough;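 further: plate controls were DMSO wells with GST-MLLE for no effect and wells lacking GST-MLLE protein for full effect; some results filed as inactive read as strong as hits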
FAS-TE inh – FAS thioesterase domain inhibitors, primary screen, biochemical, fluorescence intensity, uHTS; hit rate 0.67% among 360,000; inhibition, % at 15 µM; Fatty acid synthase (Homo sapiens), P49327; AID 602261, 2012; recombinant FAS-TE, OMFH fluorogenic substrate, fluorescence endpoint;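 active means compounds whose normalised, plate-corrected inhibition of enzyme fluorescence in the single-dose primary screen is 50% or more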;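 further: 0% = DMSO with enzyme and 100% = substrate without enzyme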
Tb MetRS inh – T. brucei MetRS inhibitors, primary screen, biochemical, luminescence; AID 624268, 2012; hit rate 0.4% among 360,000; methionyl-tRNA synthetase (Trypanosoma brucei brucei); inhibition, % at 11.9 µM; purified T. brucei MetRS, ATP depletion, Kinase-Glo luminescence;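 active means inhibition above a per-plate cutoff of the control wells' mean inhibition plus 3 SD, cut at about 5.5% in these data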;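 further: 0% = DMSO wells median and 100% = median of wells with control inhibitor compound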
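Material – parasite MetRS enzyme · Medium – HEPES-MgCl2-KCl buffer plus DTT, spermine, BSA, pyrophosphatase · Reagent – ATP, methionine and E. coli bulk tRNA substrates · Times – 15 min enzyme-compound preincubation, 2 h reaction, 10 min detection, 25 °C · Measured by – luminescence of leftover ATP · Evaluation – percent inhibition relative to median high and low control wells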
CSN inh – inhibitors of CSN-mediated cullin deneddylation, primary screen, biochemical, fluorescence polarization, uHTS | Purified CSN, SCF-Nedd8-OG deneddylation | inhibition, % at 12.5 µM | hit rate 0.38% among 360,000 | COP9 signalosome complex subunit 5 (Homo sapiens), Q92905;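 active means pattern-corrected inhibition above about 35%, with an unprinted fluorescence ratio check between 0.5 and 1.5, limit read from the data, passing the limit was not always enough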;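 further: 0% = enzyme with substrate and 100% = substrate without enzyme; some results filed as inactive read as strong as hits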
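Material: human Csn5 produced in HEK293T cells; Input: enzyme 0.24 nM; Reagent: SCFSkp2-Nedd8OG substrate at 10 nM final; Dosing: 12.5 µM compound; Incubation: 90 min reaction at room temperature; Detection: fluorescence polarization of the substrate; Evaluation: % inhibition of substrate cleavage by Csn5; Control set: substrate-only high control, full reaction low control.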
Rin1 Abl inh – inhibitors of Rin1-Abl protein binding, primary screen, biochemical, TR-FRET | Tyrosine-protein kinase ABL1 (Homo sapiens) + Ras and Rab interactor 1 (Homo sapiens), … | inhibition, % at 7.35 µM | hit rate 0.4% among 360,000; in the data active means inhibition above about 5%, passing the limit was not always enough
bovine MsrA act – bovine MsrA enzyme activators, primary screen, biochemical, absorbance, HTS; Methionine sulfoxide reductase A (Bos taurus); purified bovine MsrA, absorbance read-out; activation, % at 10.6 µM; hit rate 0.3% among 360,000; AID 602163, 2012; in the data active means activation above about 7.5%;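 further: 0% = vehicle and 100% = reference activator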
Starred values were filed as active, the others as inactive; i = inactive; . = not tested or not shown; + = active, no number.

SMILES,eLon inh,MsrA inhibitor,Neddyl block,MLLE-PAM2 inh,FAS-TE inh,Tb MetRS inh,CSN inh,Rin1 Abl inh,bovine MsrA act
Nc1c(C(=O)OCC2CCCO2)c2nc3ccccc3nc2n1C1CCCC1 (stereo not drawn),1,1.5,.,-4,12,-0.3,3,4,-1
COc1ccc(NC(=O)Nc2cccc3c2O[C@H](CN(C)C(=O)NC(C)C)[C@@H](C)CN([C@H](C)CO)C3=O)cc1,-5,0.0,i,-8,46,-0.6,5,7,-15
CCOc1ncccc1C(=O)N1CCN(S(=O)(=O)c2ccc3ccccc3c2)CC1,-8,-0.8,i,0,8,-0.6,-6,-1,-1
O=C(NCc1ccccc1)C(CCc1ccccc1)n1c(=O)c(-c2cc3ccccc3[nH]2)nc2ccccc21 (stereo not drawn),.,0.6,.,.,.,-0.3,3,.,.
Cc1ccc(SCc2cc(=O)n3[nH]c(C)nc3n2)cc1,-2,0.7,i,-6,-3,-0.9,4,2,-2
COc1ccc(CNC(=O)CC2C(=O)NCCN2C2Cc3ccccc3C2)cc1 (stereo not drawn),1,-0.7,i,4,-3,0.3,1,2,-3
O=C(Nc1nc(-c2cccs2)c(-c2cccs2)s1)C1(c2ccccc2)CC1,-5,0.8,.,2,12,-0.3,1,-3,-5
CN(C)c1ccc(/C=N/OC(=O)Nc2ccccc2)cc1,9,2.1,i,1,6,-0.4,3,0,-2
COc1ccccc1CC(=O)Nc1ccon1,-7,1.7,i,-3,0,-0.8,6,4,-3
CN(Cc1ccccc1)C(=O)c1cccc(NC(=O)Cc2ccc(NC(=O)C3CCN(C(=O)C4CCCC4)CC3)cc2)c1,-8,-0.7,i,8,-2,0.1,5,-5,-3
COc1ccc(NCc2nn(CC(=O)c3ccc(Br)cc3)c3[n+]2CCCCC3)cc1,-2,-0.9,i,-31,-2,0.2,12,0,0
Cc1n[nH]c(C)c1C(=O)CC1(O)C(=O)N(CCc2ccccc2)c2ccc(Br)cc21 (stereo not drawn),-5,-1.1,i,-3,17,-0.4,-6,1,-2
CS(=O)(=O)N1CCC2CC1c1cc(-c3ccccc3)ccc12 (stereo not drawn),-8,-0.6,i,16,5,-0.6,2,-3,-7
CCOC(=O)C1(Cc2cccc(OC)c2)CCCN(Cc2cc(C(C)C)n[nH]2)C1 (stereo not drawn),-8,0.4,i,0,-7,-2.0,0,3,-16
CCOC(=O)Nc1nc(-c2ccc(F)cc2F)cs1,3,-0.4,i,11,-1,0.1,-12,-1,-3
CC1(c2nnc(-c3ccncc3)o2)CC(c2ccccc2)=NO1 (stereo not drawn),-10,0.1,i,17,-4,0.1,2,19*,-1
COc1cc(OC)cc(C(=O)OCCCOC(=O)c2cc(OC)cc(OC)c2)c1,-1,2.6,i,-9,23,0.1,1,4,-5
CCOC(=O)c1[nH]c2c(c1C)C(=O)CC(c1ccc(F)cc1)C2 (stereo not drawn),-8,-0.9,i,-15,-3,0.2,6,-2,-4
CCOc1ccc(Nc2cc(C)nc(-n3nc(C)cc3C)n2)cc1,-2,-1.2,i,3,-3,-1.7,2,-2,-6
COC(=O)c1ccc(NC(=O)c2snnc2-c2ccccc2)cc1,-3,0.3,i,-6,10,0.0,-6,-3,-3
COCC(C)OC(=O)/C(C#N)=C\c1coc2ccc(C)cc2c1=O (stereo not drawn),-16,1.0,i,27,-8,0.5,5,-3,2
NC(=O)C1CCN(C(=O)C(=O)c2cn(CC(=O)N3CCCCCC3)c3ccccc23)CC1,4,1.8,i,1,-5,-0.2,-1,0,-1
COc1ccc(NC(=O)CSc2nccc(C)n2)cc1,5,0.2,i,-34,-7,-0.7,0,-2,-5
CCCc1nn(C)c(C(=O)Nc2cccc(Cl)c2)c1Cl,30*,-1.4,i,-3,23,-0.2,-2,0,2
O=C(NCCCN1CCCC1=O)c1c(O)nc2ccccn2c1=O,-7,1.6,+,-7,-3,0.5,-8,-5,-3
CCn1c(CSc2nc3ccccc3s2)nnc1SCC(=O)NCC(=O)OC,-13,-0.5,i,-28,-4,-0.6,-1,-3,1
COc1cccc(C(=O)NNC(=O)c2cccc3ccccc23)c1,-3,-0.8,i,-4,-7,0.1,4,-2,-2
O=C(c1ccc(F)cc1)N1CCN(C2CCCCC2)CC1,6,0.3,i,-8,-7,-1.2,-6,-2,-6
Cc1nn(Cc2ccc([N+](=O)[O-])cc2)c(=O)n1-c1ccccc1,-2,-0.9,i,-8,20,0.5,1,-2,0
O=C(Cc1ccc(S(=O)(=O)N2CCOCC2)s1)Nc1ccc(Br)c(C(F)(F)F)c1,7,0.1,i,2,42,9.2*,-2,0,-2
CCc1nn(CCCC(=O)Nc2ccc(C)cc2C)c(=O)c2cc3occc3n12,-2,-0.8,i,-11,-4,0.0,2,-3,-2
CCCN1Cc2cccc(C(=O)NCc3ccccc3OC)c2C1=O,-4,1.6,i,2,-1,-0.8,-2,6,-7
CN(C(=O)COC(=O)COc1ccccc1F)C1CCS(=O)(=O)C1 (stereo not drawn),-12,0.0,i,-11,-8,-0.2,3,-2,-3
COc1ccc2c(c1OC)C[N+]1([O-])CCc3cc4c(cc3C1C2)OCO4 (stereo not drawn),-5,-0.2,i,-4,-10,-0.1,1,1,1
O=C1c2ccccc2S(=O)(=O)c2cc(C(=O)N3CCN(c4c(Cl)cncc4Cl)CC3)ccc21,-7,0.0,i,-3,62*,-0.5,4,2,-4
O=C1C(Cc2ccccc2O)NC(=S)N1c1ccccc1 (stereo not drawn),-3,1.7,i,-74,-4,0.0,-1,-1,-3

An excerpt from above with just Rin1 Abl inh and bovine MsrA act:
compound | Rin1 Abl inh | bovine MsrA act
O=C1C(Cc2ccccc2O)NC(=S)N1c1ccccc1 (stereo not drawn) | -1 | -3
CCc1nn(CCCC(=O)Nc2ccc(C)cc2C)c(=O)c2cc3occc3n12 | -3 | -2

Other records follow:
SMILES,eLon inh,MsrA inhibitor,Neddyl block,MLLE-PAM2 inh,FAS-TE inh,Tb MetRS inh,CSN inh,Rin1 Abl inh,bovine MsrA act
CC(=O)Nc1ccc(-c2csc(Nc3cccc(C)n3)n2)cc1,8,-0.1,i,0,11,-0.3,0,-5,-10
Cc1c(C(=O)NCc2ccc(F)cc2)sc(=O)n1Cc1ccccc1F,-5,-1.3,i,8,7,-0.1,-2,-2,5
O=S(=O)(c1ccc(-c2csc(-c3cccnc3)n2)cc1)N1CCCCC1,-5,-0.3,i,5,77*,-0.1,0,-2,-3
O=c1c(Cl)c(NCc2ccc(F)cc2Cl)cnn1C12CC3CC(CC(C3)C1)C2,-7,-0.7,i,7,0,0.4,1,6,1
N=c1c2cn[nH]c2nc(SCC(=O)c2ccc(Br)cc2)n1-c1ccc(Br)cc1,0,0.8,i,-27,-2,-0.3,3,0,-5
O=C(/C=C\c1ccco1)Nc1cc([N+](=O)[O-])ccc1F,3,2.9,i,0,2,-0.9,-3,-1,-9
O=C(Nc1cccc(C(=O)N2CCCCC2)c1)c1ccccc1Br,-1,-0.3,i,6,-2,0.0,9,-1,-2
CC(C)CNC(=O)/C=C/C(=O)O,3,-0.6,i,9,-3,0.1,3,-1,-4
Cc1ccc(-c2c[n+](CC(=O)OCc3ccccc3)c3n2CCC3)cc1,-8,-0.5,i,1,-8,0.1,-2,-3,-3
Cc1ccc(NC(=O)c2ccc(S(=O)(=O)NCc3ccco3)cc2)nc1,10,-1.6,i,11,-2,-0.2,2,4,-4
Cc1cc(OCC(=O)Nc2nnc(C3CC3)s2)ccc1C(C)C,-11,-1.2,i,6,-9,-0.2,5,2,11*
OC1(C2(O)CC(c3ccccc3)ON2)CCCCC1 (stereo not drawn),8,-0.4,i,-8,-5,-0.2,1,-2,2
CCNC(=S)Nc1ccc2c(c1)oc1ccccc12,5,-1.1,i,-31,9,-0.2,-2,-2,-1
Cc1c(Cl)cccc1NC(=O)CSc1nc(=O)n(CCCN2CCOCC2)c2c1CCC2,1,-1.3,i,16,2,-0.2,-4,7,-5
CC(C)N(C(=O)[C@H]1CC(CC(=O)NCCC2=CCCCC2)C(=O)N2CCc3c([nH]c4ccccc34)[C@]12C)C(C)C (stereo partly drawn),3,0.8,i,3,19,0.1,0,-1,-1
CCCCn1c(N)c(N(CCC(C)C)C(=O)COC(=O)c2ccccc2)c(=O)[nH]c1=O,-6,0.9,i,1,-3,-0.4,-3,-2,-3
CN(C)CCCN(Cc1cc2cc3c(cc2[nH]c1=O)OCO3)C(=S)Nc1ccccc1,-3,3.7,i,-106,-3,0.4,2,0,-9
C=CCNC(=S)N(Cc1ccccc1)Cc1ccc(F)cc1,0,2.3,i,-133,9,-1.1,-1,0,0
Cc1ccccc1C(=O)N1CCC(C(=O)Nc2cc(C(F)(F)F)ccc2N2CCCC2)CC1,0,0.0,i,-6,1,-0.3,-1,2,2
CCc1nnc(NC(=O)c2cccc(S(=O)(=O)N(C)c3ccc(OC)cc3)c2)s1,6,-0.5,i,-19,0,-0.5,7,2,-7
O=C(CSc1nnc(COc2cccc3ccccc23)o1)N1CCN(C(=O)c2ccco2)CC1,1,0.0,i,-26,19,-0.9,-1,-2,-7
CCSc1nnc(N(CCC#N)CCC#N)s1,2,-0.8,i,-2,-2,-0.7,3,-1,1
CC(=O)N1CCN(C(=S)NC(=O)c2c(-c3ccccc3Cl)noc2C)CC1,-2,1.8,i,5,-2,-0.4,3,-5,-2
COc1ccc(CN(C)CC(=O)Nc2ccccc2C(F)(F)F)c(OC)c1,-4,0.1,i,9,-4,0.0,-16,3,-4
O=S(=O)(Nc1cc(F)ccc1F)c1cccc2nonc12,-6,-0.8,i,4,-4,-0.8,7,-1,-1
O=[N+]([O-])c1ccc(COc2ccc(CN3CCOCC3)cc2)cc1,5,-0.1,i,7,-1,-0.3,2,-5,-1
COc1ccc(OCC(=O)NC2CC(C)(C)NC(C)(C)C2)cc1,1,0.8,i,-1,-8,-0.1,0,2,-2
Cc1ccc(OCCNC(=O)C2CC(=O)N(c3ccc(C)cc3)C2)cc1 (stereo not drawn),1,-0.3,i,2,-1,-1.1,1,-3,-1
Cc1cc(C)cc(N2C(=O)c3nccnc3C2=O)c1,11,-0.3,i,6,-12,-0.5,2,-3,-2
O=C(NNC(=O)C1CCC1)c1ccccc1,-1,0.3,i,1,-7,-0.3,3,3,-6
COc1ccc(-c2cncc3nccn23)cc1OC,-7,1.8,i,1,-9,-0.1,-1,1,-2
Cc1cccc(OCCCC(=O)NNC(=O)c2ccc(F)cc2)c1,0,0.7,i,-8,-6,-0.1,0,-2,-3

Screening results as filed in PubChem.

An unsorted share of the library, and some 4% of all compounds hit somewhere here.
